APP 5'UTR act: APP 5'UTR luciferase reporter activation | SH-SY5Y APP 5'UTR luciferase reporter, luminescence; zero percent = DMSO vehicle wells | 190,000 compounds, 1% hits | activation, % at 2 µM;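 active means activation above a set limit, based on mean plus 3 SD of controls, cut at about 140% in these data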; further: values of inactives mirror those of a sister screen read the other way
RAM network inh: blocks the yeast RAM network | S. cerevisiae dse1pr::URA3 reporter, 5-FOA growth OD615, 2 d; analog-sensitive cbk1-as2 kinase mutant strain | inhibition, % at 50 µM | 190,000 compounds, 1.8% hits;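 active means inhibition above a set limit, 3 SD over mean compound inhibition, cut at about 8.4% in these data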;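 further: 0% = DMSO-only wells with no growth and 100% = 10 µM 1-NA-PP1 full growth; inhibition rescues growth on 5-FOA so higher OD means more RAM inhibition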
APP 5UTR inh: APP translation inhibition; 190,000 compounds, 0.82% hits; inhibition, % at 2 µM; SH-SY5Y APP 5'UTR-luciferase reporter, luminescence;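 active means inhibition above a set limit, derived from the sample mean plus 3 SD, cut at about 45% in these data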; further: values of inactives mirror those of a sister screen read the other way
STAT1 blocker: reduces IFN-gamma driven STAT1 reporter signal; NIH 3T3 STAT1-luciferase reporter, luminescence; inhibition, % at 5.5 µM; 200,000 compounds, 0.35% hits; AID 920;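 active means inhibition above a set limit, the mean inhibition across all tested compounds plus 3 SD, cut at about 34% in these data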;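 further: 0% = IFN-gamma with DMSO and 100% = IFN-gamma with 300 µM nifuroxazide; values of inactives mirror those of a sister screen read the other way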
STAT1 activator: activators of IFN-gamma induced STAT1 signaling. NIH 3T3 STAT1-luciferase reporter, luminescence; 100% = IFN-gamma alone, no compound. activation (% of control), % at 5.5 µM. 200,000 compounds, 2.6% hits;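 active means activation above the screen-wide mean activation plus 3 SD, cut at about 130% in these data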;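 further: raw ratio to IFN-gamma control signal so 100% means no change and 0% no light; values of inactives mirror those of a sister screen read the other way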
STAT3 act: activators of IL-6 induced STAT3 signaling. U3A cells, IL-6 STAT3-luciferase reporter, luminescence; 100% = signal with IL-6 EC80 alone. AID 871. activation (% of control), % at 5.6 µM. 190,000 compounds, 0.91% hits;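 active means activation above the screen-wide mean of compound activation plus 3 SD, cut at about 130% in these data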;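 further: 0% = background luminescence of wells with medium and substrate only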
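Test system: human U3A cells carrying STAT3-luciferase construct; control set: IL-6-only wells as 100% reference; timing: compound pre-incubation 1 h before IL-6, then 6 h stimulation at 37 °C; also added: IL-6 stimulus at 33 ng/mL final; evaluation: % activation versus median of IL-6-stimulated wells; detection: reporter luminescence signal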
FLuc inh counter: Photinus pyralis luciferase inhibition counter-screen; AID 1006; 200,000 compounds, 1.5% hits; ATPLite firefly luciferase biochemical luminescence, 10 min; P08659; inhibition, % at 10 µM;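 active means inhibition above about 50% when tested at 10 µM, limit read from the data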
Target sequence (P08659 whole entry, looked up): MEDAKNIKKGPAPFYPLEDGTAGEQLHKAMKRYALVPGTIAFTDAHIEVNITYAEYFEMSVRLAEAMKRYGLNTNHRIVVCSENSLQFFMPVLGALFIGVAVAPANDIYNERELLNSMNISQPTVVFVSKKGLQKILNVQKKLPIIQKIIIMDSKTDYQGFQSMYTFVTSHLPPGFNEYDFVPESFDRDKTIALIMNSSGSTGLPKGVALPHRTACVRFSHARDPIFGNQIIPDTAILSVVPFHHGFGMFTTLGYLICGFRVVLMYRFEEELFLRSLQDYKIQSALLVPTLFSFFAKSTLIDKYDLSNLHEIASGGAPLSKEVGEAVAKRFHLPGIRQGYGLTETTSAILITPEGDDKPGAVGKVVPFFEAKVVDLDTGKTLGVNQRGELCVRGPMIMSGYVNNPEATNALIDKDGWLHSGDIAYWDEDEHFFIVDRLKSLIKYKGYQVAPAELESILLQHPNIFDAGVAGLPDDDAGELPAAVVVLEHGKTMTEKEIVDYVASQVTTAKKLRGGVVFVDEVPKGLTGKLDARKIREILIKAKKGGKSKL
STAT3 inh: reduces IL-6 driven STAT3 reporter signal. inhibition, % at 5.5 µM. 190,000 compounds, 0.89% hits. AID 862. U3A cells, IL-6 STAT3-luciferase reporter, luminescence; host cell line lacks STAT1;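 active means inhibition above the mean inhibition across all screened compounds plus 3 SD, cut at about 44% in these data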;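 further: 0% = DMSO only wells and 100% = 100 µM nifuroxazide control wells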
Hsp70 act: Hsp70 transcriptional activation, primary screen; HeLa Hsp70 promoter luciferase reporter, luminescence; scaled: vehicle 0, proteasome-inhibitor control 100%; activation, % at 10 µM; 200,000 compounds, 0.04% hits;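 active means activation above the mean across all tested compounds plus 3 SD, cutoff set per campaign, cut at about 5.5% in these data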;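 further: 100% = MG132 at 30 µM as the positive control and 0% = DMSO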
NF-kB neuron act: NF-kB expression increase, human neuronal cells; 190,000 compounds, 1.6% hits; AID 1239; NF-kB reporter expression; active compounds read high; fold change at 12.5 µM; in the data active means fold change above about 3.3
Numbers without * were called inactive; . = not tested or not shown.

SMILES	APP 5'UTR act	RAM network inh	APP 5UTR inh	STAT1 blocker	STAT1 activator	STAT3 act	FLuc inh counter	STAT3 inh	Hsp70 act	NF-kB neuron act
Clc1ccc(NCc2nnc3n2CCCCC3)cc1	-1	3.1	1	11	90	96	-6	7	-0.1	1.1
CCCCNC(=O)CSc1nc2cc(OC)c(OC)cc2c(=O)n1Cc1ccc(OC)cc1	11	-0.7	-11	-1	100	93	-4	19	-0.2	1
COCC(=O)Nc1ccc([N+](=O)[O-])cc1OC	2	-0.3	-2	-4	104	87	1	18	-0.2	1.2
C/C(=N\N=C(N)N)c1cc(Cl)ccc1Cl	26	0.5	-26	13	87	92	-6	16	-0.3	1.1
NS(=O)(=O)c1ccc(NC(=S)NC2CC2)cc1	29	2.6	-29	-2	100	102	-2	1	-0.1	1.2
O=C(Nc1ccc2c(c1)OCO2)c1cc(-c2ccncc2)nc2ccccc12	14	0.2	-14	-3	102	116	4	-17	-0.3	1.3
CCOC(=O)c1cnn2c(C)cc(-c3ccc(F)cc3)nc12	82	-0.3	-82	-50	146*	102	17	3	0.1	3
O=C(CSCCc1ccccn1)Nc1cccnc1	-1	-1.4	1	-7	106	101	0	3	-0.5	1.2
CCOc1ccccc1OCCCOc1ccc(C)cc1Br	26	1.8	-26	-10	109	102	2	6	0.3	1.8
O=C(NCc1ccncc1)C(=O)Nc1ccc2c(c1)OCO2	-2	1.0	2	-7	104	105	-1	-3	-0.3	0.87
Cn1c(NC(=O)c2cc(Br)ccc2Cl)cc(=O)n(C)c1=O	-10	2.9	10	2	98	107	-1	0	0.0	0.83
CCc1ccc(Nc2cc(C(=O)NCCCN3CCOCC3)c3ccccc3n2)cc1	-9	0.3	9	10	91	97	2	12	0.4	0.88
CN(C)C(=O)c1cc(S(=O)(=O)N(C)C)c(Cl)cc1N1CCCC1	19	-0.8	-19	-2	102	103	-18	-2	-0.1	1.1
CCCC1CCC(c2nc(-c3cccnc3)no2)CC1 (configuration not stated)	2	-0.9	-2	-8	108	108	2	-1	0.1	1.9
CCOc1cc(/C=C2/SC(=S)NC2=O)ccc1OC(=O)c1ccco1	-11	7.8	11	-19	115	102	-3	1	-0.3	2.4
COc1cc(C2C(C#N)=C(N)Oc3cc(C)n(CCN4CCOCC4)c(=O)c32)cc(OC)c1OC (configuration not stated)	-7	-1.1	7	-4	104	101	-8	6	-0.1	1.1
COc1ccc(N2CCN(C(CNC(=O)C(=O)NCCC3=CCCCC3)c3ccco3)CC2)cc1 (configuration not stated)	-18	3.8	18	5	95	101	-1	-3	-0.5	0.99
N#CCCn1cc(/C=N/NC(N)=S)c(-c2ccc(-c3ccccc3)cc2)n1	4	3.0	-4	-10	108	96	-4	6	-0.2	0.77
O=C(CSc1nnnn1C1CCCC1)NCc1ccc2c(c1)OCO2	13	-0.7	-13	3	97	105	-6	-3	-0.2	1.1
COc1ccc(-n2c(Cc3cccn3C)nnc2SCC(=O)Nc2ccc3c(c2)OCO3)cc1	44	3.6	-44	12	90	101	-7	-2	-0.3	0.78
O=C(Cn1c(-c2ccc(Cl)cc2)noc1=O)N1CCN(c2ccccc2F)CC1	-1	-1.2	1	-3	103	108	-7	1	-0.3	1
CC/C(=N\NC(=O)C1CC1)c1cccc(Cl)c1	16	0.4	-16	-3	101	96	-6	11	-0.2	1.2
COc1ccc(CNC(=O)COC(=O)/C=C/c2ccco2)cc1	15	1.5	-15	6	94	104	-4	0	-0.2	1.2
Cc1[nH]c2ccc(F)cc2c1CCN(Cc1ccncc1)C(=S)Nc1cccc(F)c1	-21	-0.2	21	-9	108	92	-3	11	-0.2	0.51
COc1ccc(S(=O)(=O)c2ccc(O)cc2)cc1	-6	1.3	6	5	95	103	1	-7	-0.2	0.85
Cc1ccc(S(=O)(=O)CC(c2ccccc2)N2CCCCC2)cc1 (configuration not stated)	-4	0.6	4	-1	98	104	-10	0	0.0	1.1
CCCCN(C(=S)Nc1cccc(SC)c1)C1CCN(C(C)=O)CC1	6	3.6	-6	8	92	104	-1	-4	-0.1	1.1
CC(C)(C)NC(=O)CN(C(=O)Cn1nnc(-c2ccc(Cl)cc2)n1)C1CCN(Cc2ccccc2)CC1	7	0.0	-7	-6	106	108	-2	-9	-0.3	0.77
Cc1cc(C)nc(N/N=C/C(Cl)=C/c2ccccc2)n1	36	-0.5	-36	-13	112	93	25	16	-0.2	0.75
O=S(=O)(/N=C(/c1ccc(F)cc1)N1CCCCC1)c1ccc(Cl)cc1	-10	-0.1	10	6	95	99	-10	3	-0.3	1
CC(C)c1ccc2c(c1)C(c1cccs1)=NNC(c1ccncc1)=N2	45	2.1	-45	-1	100	103	2	3	0.2	0.84
O=C(CSc1ncn(-c2ccccc2)n1)Nc1nc2c(s1)CCCC2	6	2.7	-6	-5	105	100	-2	3	0.2	1.3
COc1ccc(S(=O)(=O)NCCSc2ccccc2)cc1OC	-6	1.0	6	8	99	100	-4	0	-0.2	1.1
COC(=O)CSc1nc(N)nc(C)c1Br	3	0.5	-3	1	99	96	-7	12	0.5	1.1
CC(=O)c1cccc(NC(=O)N2CCCC2C(=O)Nc2ccccc2C)c1 (configuration not stated)	-3	-0.3	3	4	96	102	-6	2	0.2	1.2
CCCCC(=O)Nc1cc(NC(=O)CCCC)cc(C(=O)O)c1	1	2.3	-1	-1	101	102	-4	2	-0.2	1.1
COc1ccc(NC(=O)Cc2ccccc2F)cn1	2	1.6	-2	-1	99	97	-4	10	-0.2	1.5
CC(C)(C)OC(=O)N1CCCC(C(=O)CC#N)C1 (configuration not stated)	7	4.4	-6	-4	103	99	-8	3	-0.2	0.72
CCc1nnc(NC(=O)C2CCCN2S(=O)(=O)c2ccccc2)s1 (configuration not stated)	-9	2.3	9	7	93	98	-7	3	-0.4	1.2
CC(C)(C)NC(=O)C(=O)NNC(=O)c1ccccc1Br	35	0.3	-35	-1	101	99	-6	7	-0.1	.
Cc1csc(NC(=O)CSc2nnc(-c3ccoc3C)n2CCc2ccccc2)n1	9	0.1	-9	5	95	99	-5	3	-0.2	0.92
O=C(NCC1CCCN(Cc2ccc3nonc3c2)C1)c1cccc(C(F)(F)F)c1 (configuration not stated)	12	4.2	-12	11	89	95	4	7	-0.2	1
CCN1C(=O)C(O)(CC(=O)/C=C/C=C/c2ccccc2)c2ccccc21 (configuration not stated)	25	-0.1	-25	0	100	95	-10	13	-0.2	1.4
CCOc1ccc(N2CC(C(=O)Nc3ccc(S(=O)(=O)N4CCOCC4)cc3)CC2=O)cc1 (configuration not stated)	-4	4.1	4	1	99	97	-4	11	0.4	1.3
O=C(COC(=O)C1CCN(S(=O)(=O)c2ccc3c(c2)OCCO3)CC1)Nc1ccc(C(F)(F)F)cc1	22	3.7	-22	4	96	102	-16	-1	-0.2	0.91
Cc1nc2sc(C(c3ccc(Br)cc3)N3CC(C)OC(C)C3)c(O)n2n1 (configuration not stated)	5	4.8	-5	1	99	106	-4	-6	-0.6	0.83
O=C(c1cccnc1)N1CCN(C(=O)c2cccs2)CC1	-4	2.1	4	-1	105	102	-3	1	-0.1	0.97
CCc1nnc(NC(=O)CSc2nnc(-c3ccco3)o2)s1	1	1.2	-1	2	98	90	-1	22	0.4	1
CCn1nnnc1SCC(=O)c1cc(OC)ccc1OC	-15	1.5	15	-4	104	99	-1	8	-0.2	1.1
O=C(Nc1cnccn1)C1c2ccccc2Oc2ccccc21	-11	4.1	11	7	92	107	-3	-6	-0.1	1.1
Cc1ccccc1-n1c(Cn2c(=O)sc3ccccc32)nnc1SCC(N)=O	-7	1.0	7	0	101	96	1	5	-0.4	1.2
O=C(COc1ccc(S(=O)(=O)NC2CCCCC2)cc1Cl)NCc1cccnc1	5	0.0	-5	-4	104	100	1	3	-0.5	0.82
CC1(C)CC(=O)C=C(Nc2ccccc2F)C1	1	1.4	-1	3	97	98	0	8	0.0	1.5
Cc1cc(C)c(NC(=O)c2ccoc2C)c(C)c1	-8	0.0	8	-2	102	97	-8	5	-0.3	0.97
CN(CCNC(=O)C1CCN(S(=O)(=O)c2cnc[nH]2)CC1)Cc1ccccc1	1	-0.8	-1	3	97	97	-4	7	0.3	1.2
Cc1ccccc1C(=O)NNC(=S)NC(=O)c1ccccc1	2	0.9	-2	1	99	100	0	4	-0.3	0.72
CCc1ccccc1NC(=O)COc1ccc2oc(-c3ccc(OC)cc3)cc(=O)c2c1	6	3.9	-6	12	89	102	20	-3	-0.1	0.86
CCCNC(=O)CSc1nccn1Cc1ccco1	13	1.0	-13	-6	106	105	3	-6	0.2	0.98
Cc1ccc(C2SCCN2C(=O)c2ccc([N+](=O)[O-])cc2)cc1 (configuration not stated)	-19	1.1	19	19	83	98	-4	0	0.2	1.2
CCOc1ccccc1NC(=O)Cn1c(=O)n(-c2ccccc2)c(=O)c2oc3ccccc3c21	2	2.5	-2	3	97	103	3	2	-0.6	1.1
The listing continues.
SMILES	APP 5'UTR act	RAM network inh	APP 5UTR inh	STAT1 blocker	STAT1 activator	STAT3 act	FLuc inh counter	STAT3 inh	Hsp70 act	NF-kB neuron act
C=CCN(CC=C)S(=O)(=O)c1ccc(NC(=S)NC(=O)c2ccc(-c3ccccc3)cc2)cc1	6	17*	-6	5	95	82	2	28	0.3	1.2
O=C(O)c1ccc(C(=O)O)c(C(=O)c2ccccc2)c1	.	0.2	.	3	95	107	1	-8	0.4	1.1
O=C1CCC(=O)N1c1ccc(NCc2ccccc2Cl)c([N+](=O)[O-])c1	-3	6.8	3	-2	102	99	-1	2	0.1	0.87
CCC1CCCCN1CCCNC(=O)c1ccc2c(=O)n(Cc3ccc(OC)cc3)c(=O)[nH]c2c1 (configuration not stated)	11	-0.3	-11	-5	104	109	-4	-15	0.1	0.97
COCC(=O)Nc1ccc(OC)c(Cl)c1	-1	0.2	1	5	93	99	3	6	0.5	1
O=C(O)C1CCCCC1C(=O)NCc1cn2ccccc2n1 (configuration not stated)	.	0.1	.	0	100	98	-6	12	-0.1	0.91
COc1ccc(/C=C2/CCOC2=O)cc1	14	1.7	-14	-2	102	97	0	8	-0.3	2.5
CCC(=O)Nc1cc(-c2nn(C)c(=O)c3ccccc23)ccc1N1CCCCC1	-1	0.9	1	7	94	94	-7	9	-0.1	0.69
CC1CCCCN1CC(=O)Nc1ccc(N2CCCCCC2)cc1 (configuration not stated)	-5	1.1	5	-2	100	97	2	7	-0.1	1.6
COc1ccc2cc3c(N)nn(C(=O)C4CCC(C(C)(C)C)CC4)c3nc2c1 (configuration not stated)	-22	1.7	22	5	96	99	-10	1	-0.1	1
CSc1ncc(CN2CCN(C3CCCCC3)C(CCO)C2)cn1 (configuration not stated)	12	1.0	-12	1	97	101	-6	4	-0.3	0.95

Compound activity as filed in PubChem.

Rows were taken by chance. Share with any hit: about 7.7%.
